Compound activity: PubChem, several laboratories
MEKK2 WT-MEK5: raises or lowers MEK5 binding to wildtype human MEKK2 PB1 domain; bead flow cytometry, Alexa488-MEK5 binding to MEKK2 WT; actives lie on both sides; Q9Y2U5; AID 1531; 290,000 tested, 1.1% active; binding response (% of control), % at 10 µM; in the data active = binding response below about 67% or above about 130%
MEKK3 PB1 HTS: raises or lowers MEK5 binding to the human MEKK3 PB1 domain; Q99759; 290,000 tested, 1.4% active; binding response (% of control), % at 10 µM; bead-based flow cytometry, Alexa488-MEK5 binding to MEKK3; actives lie on both sides; 0 = blocked by unlabeled MEK5, 100 = vehicle; AID 1529;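 active = binding response more than 3 SD above or below the average of its plate-row segment, actives on both sides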;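 also: Alexa488 bead fluorescence after subtracting the streptavidin-only scavenger bead signal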
MEKK2mut PB1 HTS: signal of MEK5 binding to mutant human MEKK2 PB1 domain. bead flow cytometry, Alexa488-MEK5 binding to MEKK2 mutant. percent response, % at 10 µM. 290,000 tested, 0.35% active. AID 1530; in the data active = percent response above about 24%, passing the limit was not always enough; also: inactives centre near 1; some results filed as inactive read as strong as hits
HCV NS3 hel inh: blocks Hepatitis C virus NS3 helicase unwinding; 290,000 tested, 0.56% active; inhibition, % at 10.9 µM; NS3 helicase DNA unwinding, Cy5 molecular beacon fluorescence;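 active = inhibition above the mean of all tested compounds plus 3 SD, set per campaign, cut at about 35% in these data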;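 also: 0% = DMSO wells and 100% = thioflavine S control wells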
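System: HCV NS3 helicase fragment; control set: DMSO and thioflavine S; technique: Cy5 fluorescence at 0 and 60 min, beacon hairpin quenching; reagent: beacon DNA duplex substrate plus ATP; replicates: singlicate; schedule: 1 h reaction at 25 °C, ATP-initiated; medium: MOPS buffer pH 6.5 with MgCl2, DTT, Tween20, BSA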
GalR3 antag: antagonists of human GalR3 | O60755 | HEK293 GalR3-CNG cAMP membrane potential fluorescence; galR3 body fused to GalR1 C-terminus | inhibition, % at 3 µM | 360,000 tested, 0.44% active;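 active = inhibition above the screen-wide average plus 3 SD, cut at about 13% in these data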;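 also: forskolin and galanin both at EC90 stimulate the cells; cAMP rise reported by CNG channel membrane potential dye signal; 0% = forskolin plus galanin with DMSO and 100% = forskolin alone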
Target sequence (O60755 1-299 limits assumed): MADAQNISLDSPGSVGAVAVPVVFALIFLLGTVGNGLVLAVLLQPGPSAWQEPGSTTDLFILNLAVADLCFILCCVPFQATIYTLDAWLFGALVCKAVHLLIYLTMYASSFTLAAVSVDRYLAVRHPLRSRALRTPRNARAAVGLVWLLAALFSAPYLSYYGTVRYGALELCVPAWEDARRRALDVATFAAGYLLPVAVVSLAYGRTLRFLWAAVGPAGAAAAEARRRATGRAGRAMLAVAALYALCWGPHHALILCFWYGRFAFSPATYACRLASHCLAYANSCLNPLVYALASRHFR
CRFR2-BP antag: CRF-BP/CRF-R2 complex antagonism. HEK293 CRF-R2/CRF-BP, CRF-induced calcium fluorescence. inhibition, % at 11.8 µM. 350,000 tested, 0.59% active. AID 588475;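 active = inhibition of the ligand-induced calcium signal above about 50% at the single tested concentration, limit read from the data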
CRFR2-BP ag: agonists of human CRF-binding protein/CRF-R2 receptor complex; HEK293 CRF-R2/CRF-BP, calcium dye fluorescence (FLIPR); percent of saturating CRF peptide response; activation, % at 13.2 µM; 350,000 tested, 0.46% active;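 active = activation of at least 50%, plus an integration ratio under a set limit after plate pattern correction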;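 also: plate controls were neutral control wells without compound for no effect and CRF at EC100 for full effect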
FID counter: displaces DNA intercalator in HCV helicase counter-screen. DNA fluorescent intercalator displacement, fluorescence. inhibition, % at 7.9 µM. 290,000 tested, 0.17% active. AID 1845; in the data active = inhibition above about 37%;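 also: 0% = vehicle and 100% = reference compound; higher means more ethidium bromide displaced from hairpin DNA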
SUMO HTRF inh: inhibitors of human SUMOylation (UBC9) | AID 2006 | P63279 | inhibition, % at 35 µM | 290,000 tested, 0.36% active | HTRF SUMOylation assay, SAE1/SAE2 + UBC9, in vitro; in the data active = inhibition above about 50%, passing the limit was not always enough; also: strong numbers were not always called active
Target sequence (P63279 whole entry, looked up): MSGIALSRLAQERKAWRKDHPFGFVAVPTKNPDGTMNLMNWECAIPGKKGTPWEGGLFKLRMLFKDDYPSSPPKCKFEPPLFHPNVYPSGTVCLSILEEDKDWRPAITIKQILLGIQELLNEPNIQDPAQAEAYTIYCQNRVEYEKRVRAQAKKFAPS
An asterisk follows results filed as active; . = no result given.

compound	MEKK2 WT-MEK5	MEKK3 PB1 HTS	MEKK2mut PB1 HTS	HCV NS3 hel inh	GalR3 antag	CRFR2-BP antag	CRFR2-BP ag	FID counter	SUMO HTRF inh
N#CCCn1nnc(-c2ccccc2F)n1	99	97	-1	-4	-5	16	0.5	1	-1
Cn1cc(C(=O)c2ccc(Cl)cc2Cl)cc1C(=O)NN	106	109	9	-9	-11	0	0.0	-17	0
O=C(NCc1ccccc1Cl)C1CCC(CNc2c(N3CCOCC3)c(=O)c2=O)CC1 (stereo unspecified)	103	98	2	-7	.	5	1.3	-17	4
CC(C)(C)/C(Cn1cncn1)=N\OC(=O)Nc1ccc(Cl)cc1	97	97	-1	-4	-6	6	3.2	0	10
Cc1ccc(CN2CCN(Cc3ccccc3C(F)(F)F)CC2)cc1	106	98	-1	-11	-3	4	0.4	11	-8
CC(=O)c1sc2nc(C)c3c(c2c1N)CCCC3	97	94	-5	-20	1	-7	-0.1	-7	16
Cc1onc(-c2ccccc2)c1C(=O)NC(=S)NNC(=O)c1cccnc1	102	104	0	10	8	10	-0.1	-7	-18
O=[N+]([O-])c1ccccc1C1Nc2cccc3cccc(c23)N1	94	100	0	15	-2	-35	-5.1	5	13
CSc1nc2ccccc2n1CC(=O)Nc1ccc(C)c(C)c1	100	98	-1	2	-2	-1	0.2	-9	-6
Cc1ccc(C(=O)Cn2nnc(-c3cccs3)n2)cc1	100	102	9	1	-10	0	-1.6	-14	-34
O=C(CSc1ncnc2nc[nH]c12)c1ccc(Cl)cc1	95	96	0	-2	2	-17	0.3	-21	13
Cc1[nH]c(=O)[nH]c(=O)c1S(=O)(=O)N1CCN(c2cccc(Cl)c2)CC1	101	102	1	-5	-3	10	-0.5	-4	26
Cc1cc(NC(=O)c2cc(-c3ccccc3C)nc3ccccc23)no1	101	96	-1	-3	0	-80	-0.3	-15	9
CCOC(=O)c1c(C)sc2c1N(C(C)=O)c1cc(Cl)ccc1S2	105	105	-3	6	-1	-1	-2.4	-31	1
CC(C)N1CCN(Cc2ccc(-c3ccccc3)cc2)CC1CCO (stereo unspecified)	119	104	16	1	-9	4	-0.2	9	2
CC(C)(C)c1cc(OC(=O)c2ccncc2)ccc1O	101	97	0	0	3	-9	1.2	-9	6
Cc1cc(OC(=O)c2ccc(S(=O)(=O)N3CCCC3)cc2)c([N+](=O)[O-])c(=O)[nH]1	91	91	-11	-7	-3	-8	0.5	8	15
CCC(CO)NC(=O)c1cccc(S(=O)(=O)N2c3ccccc3CC2C)c1 (stereo unspecified)	105	103	3	-4	-3	4	-1.0	-14	-14
Cc1ccc(C(=O)NC2CCCC2)cc1S(=O)(=O)N1CCCCC1	101	106	0	-8	2	5	-0.6	-36	2
CC(C)CCN1C(Nc2ccccc2)=NC[C@@H]1CC(C)C	107	100	2	-14	-8	1	-1.5	0	14
O=C(c1ccc(COc2ccc(Cl)cc2)o1)N1CCN(Cc2ccc3c(c2)OCO3)CC1	101	100	1	1	4	43	-0.5	-10	-6
COc1ccc(C(CC(=O)O)NC(=O)COc2cc(C)ccc2C)cc1OC (stereo unspecified)	100	106	1	-12	-1	15	1.6	-32	7
COc1ccc(N(C(=O)Cn2nnc(-c3ccccc3F)n2)C(C(=O)NCC2CCCO2)c2ccc(Cl)cc2)cc1 (stereo unspecified)	73	90	-13	-6	-4	15	2.1	6	14
CCOC(=O)CNC(=O)CSc1nc(Cc2ccccc2)nc2ccccc12	110	108	6	-4	2	17	-2.1	-32	4
Cc1ccc(CSc2nnc(-c3ccccc3N)c(=O)[nH]2)cc1	94	89	-8	10	-3	-5	-0.1	-7	17
O=C(NCC1CCCO1)c1ccc(Oc2ccc([N+](=O)[O-])cc2Cl)cc1 (stereo unspecified)	99	99	-3	-5	0	-1	-0.4	-15	-7
COC(=O)c1ccc(N(CC(=O)NCC2CCCO2)C(=O)CCC(=O)Nc2cc(C)on2)cc1 (stereo unspecified)	98	99	1	21	-7	-1	0.5	-30	5
Cc1nn(-c2ccccc2)c(C)c1/C=N\NS(=O)(=O)c1ccc(Cl)cc1	101	101	1	5	1	-3	-0.5	-7	-15
COc1ccc(NS(=O)(=O)c2ccc(NC(=O)c3ccc(Br)cc3)cc2)nn1	98	103	-5	-8	-1	-5	-0.8	-19	1
Cc1cccc(NC(=S)Nc2cccc(C)n2)n1	98	97	8	16	-11	-8	0.4	-15	18

The list goes on, starting with the last 2 of the part before.
compound	MEKK2 WT-MEK5	MEKK3 PB1 HTS	MEKK2mut PB1 HTS	HCV NS3 hel inh	GalR3 antag	CRFR2-BP antag	CRFR2-BP ag	FID counter	SUMO HTRF inh
COc1ccc(NS(=O)(=O)c2ccc(NC(=O)c3ccc(Br)cc3)cc2)nn1	98	103	-5	-8	-1	-5	-0.8	-19	1
Cc1cccc(NC(=S)Nc2cccc(C)n2)n1	98	97	8	16	-11	-8	0.4	-15	18
CCSc1nnc(NC(=O)CSc2c(Cl)cccc2Cl)s1	103	104	4	4	-2	-12	-0.1	-4	31
O=C(COC(=O)C12CC3CC(CC(Br)(C3)C1)C2)N1CCOCC1	90	97	-11	-5	2	26	3.4	-5	6
Cc1nc(SCC(=O)Nc2ccnc3ccccc23)n[nH]1	99	98	1	-3	-3	-3	1.4	-3	2
COCCN1CCN(C(=O)C2CCC(=O)N(CCc3ccc(Cl)cc3)C2)CC1 (stereo unspecified)	101	100	1	-2	0	7	-2.7	-12	6
COc1ccc(-c2cnc3c(c2)CCC3(C#N)C#N)cc1	93	90	-2	-12	4	-19	3.9	-3	21
COc1ccc(NC(C)C(=O)N2CCN(Cc3ccccc3)CC2)cc1 (stereo unspecified)	101	100	0	-2	0	-21	-0.7	-10	-13
Cc1cc(/C=C/C(=O)O)c(C)n1-c1ccc(Cl)cc1	94	88	-2	14	-4	10	-1.2	-15	1
c1ccc(-c2cn3nc(-c4ccccc4)cnc3n2)cc1	102	104	16	4	1	1	5.9	-1	-2
Cc1cc(C)c2[nH]c(=O)c(CN(Cc3ccco3)C(=O)c3cccs3)cc2c1	103	104	6	1	.	.	.	-2	1
Cc1cc(=O)oc2cc(OC(=O)c3ccco3)ccc12	102	102	1	3	-5	-8	-0.3	-8	44
CC(C)OCC1CC(CC(=O)NC(=S)Nc2cccc([N+](=O)[O-])c2)C(=O)O1 (stereo unspecified)	95	89	4	0	-4	23	-1.6	-5	-2
CC1(C)CC(=O)C2=C(C1)N(c1ccccc1)C(=O)CC2c1ccsc1 (stereo unspecified)	102	102	0	15	4	1	-1.2	-31	17
COc1ccc2c(CC(=O)NC(Cc3ccc(Cl)cc3)C(=O)O)cc(=O)oc2c1C (stereo unspecified)	102	102	-4	15	-9	5	-0.1	-29	8
COc1ccccc1-c1csc(NC(=O)c2ccc(N3C(=O)CCC3=O)cc2)n1	94	98	-2	-4	-6	-1	-3.4	-23	4
Cc1ccc(Cl)cc1N(CC(=O)NC(C)c1ccccc1)S(C)(=O)=O (stereo unspecified)	106	105	6	3	1	-10	-0.6	-20	-2
O=C(CNS(=O)(=O)c1ccc(Cl)cc1)OCC(=O)N1CCCc2ccccc21	103	103	5	-8	0	19	-0.4	-29	-10
CNNCc1ccc(C(=O)NC(C)C)cc1	112	113	6	.	.	3	-0.6	.	.
COC(=O)c1ccc[n+](CC(=O)Nc2ccc(OC(F)F)cc2)c1	93	102	-7	-14	0	-1	-1.2	6	13
O=C1c2ccccc2S(=O)(=O)N1CCOc1ccc(F)cc1	95	102	-1	-1	-3	-7	-0.5	-5	0
O=C(CCCCn1c(=O)c2ccccc2n(CC(=O)Nc2ccccc2)c1=O)NCc1ccco1	98	99	3	2	0	-41	0.8	-10	10
O=C(c1ccccc1Oc1ccc([N+](=O)[O-])cc1)N1CCOCC1	102	98	4	0	3	12	-2.5	-2	-9
COc1cccc(CNS(=O)(=O)c2ccc(S(=O)(=O)N3CCCC3)cc2)c1	601*	112	454*	5	-2	19	-0.1	-14	9
CCN1C(=S)SC(=O)C1=C1C=C(C)OC(C)=C1	.	.	.	6	-2	-18	3.2	-3	13
O=C(NCc1cccs1)C1CCCN1C(=O)Nc1ccccc1 (stereo unspecified)	96	100	-1	2	-3	-10	3.7	-1	24
CCOc1ccccc1N1CCN(CC(=O)NCCc2ccc(S(N)(=O)=O)cc2)CC1	87	96	-9	11	-2	-4	1.5	-15	5
O=C(CN(Cc1ccc(F)cc1)C(=O)CCC(=O)Nc1ccccn1)NCc1ccco1	86	79	-13	2	1	-6	1.9	-24	18
Cc1ccc[n+](C(C)C(=O)c2ccc(Cl)cc2)c1 (stereo unspecified)	111	104	5	-1	-8	24	9.5	0	-1
CCOC(=O)c1csc(NC(=O)COc2ccc(Cl)cc2Cl)n1	95	89	-4	-8	-4	-120	7.6	-14	19
Cc1cc(C)cc(NC(=S)N2CCN(c3ccccn3)CC2)c1	104	106	4	15	-9	6	-2.1	-19	-7
C(=N\Nc1nc(-c2ccccc2)cs1)/c1ccco1	102	95	2	34	-2	-6	1.1	-8	24
Cc1ccccc1-n1nc2c(c1NC(=O)CC(C)C)CS(=O)C2 (stereo unspecified)	100	95	-7	-1	4	4	-2.7	3	.
C=CCn1c(N)cc(=O)nc1SCC(=O)Nc1ccc(C)cc1	100	106	-3	7	1	-3	-0.7	-8	-2

The list is partial. The share of hits here may be higher or lower than overall.
